FBPA Giardia inh: inhibitors of Giardia lamblia fructose-1,6-bisphosphate aldolase. AID 2451. purified Giardia FBPA. Potency, µM (top dose mostly 59.6 µM), without a hit: top-dose activity, negative = inhibition, actives largely listed as inhibitors. A8B2U2. actives 0.71% (n = 290,000); further: potency means the concentration at half of the fitted maximal effect; on the % scale 0 is the no-effect control and ±100 the full control effect; nearly all actives have a fitted effect of over 55% in size
Target sequence (A8B2U2 whole entry, looked up): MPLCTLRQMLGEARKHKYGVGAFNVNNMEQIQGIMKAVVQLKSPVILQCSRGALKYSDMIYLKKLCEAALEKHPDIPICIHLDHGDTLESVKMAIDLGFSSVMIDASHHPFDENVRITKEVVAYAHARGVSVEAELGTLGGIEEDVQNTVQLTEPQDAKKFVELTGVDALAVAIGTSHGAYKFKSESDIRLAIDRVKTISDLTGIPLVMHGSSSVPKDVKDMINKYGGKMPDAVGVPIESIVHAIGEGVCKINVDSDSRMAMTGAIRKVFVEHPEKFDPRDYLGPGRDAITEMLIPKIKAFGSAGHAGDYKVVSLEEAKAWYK
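Giardia FBPA (40 nM reagent) was preincubated 10 min at RT with compound (up to 57.5 uM final), then substrate plus GAPDH/TPI/NAD/arsenate coupling system with diaphorase/resazurin was added; resorufin fluorescence (525/598 nm) was read after 20 min.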
CHX counter: affects cycloheximide protein synthesis inhibition readout, counter-screen; actives 12% (n = 300,000); cell reporter, cycloheximide protein synthesis inhibition counterscreen; max response, %; in the data active means max response mostly above about 13%, no sharp cut-off; inactive means mostly below about 14%; further: read at 38.3 µM for the half of the compounds with a filed dose; 0% is about no effect
Shiga toxin inh: Shiga toxin inhibition. inhibition, % at 38.7 µM. Vero cells, Shiga toxin protein synthesis inhibition reporter. actives 9.2% (n = 290,000). AID 2315; in the data active means inhibition mostly above about 28%, no sharp cut-off; inactive means mostly below about 43%; further: 0% is about no effect
Sm TGR block: inhibitors of Schistosoma mansoni thioredoxin glutathione reductase | Q962Y6 | purified TGR, DTNB reduction, TNB absorbance 405 nm | Potency, µM (highest dose often 114 µM), for inactives: top-dose activity change, negative = inhibition, actives largely listed as inhibitors | actives 3% (n = 360,000); further: potency means the concentration at half of the fitted maximal effect; on the % scale 0 is the no-effect control and ±100 the full control effect; nearly all actives have a fitted effect of over 60% in size
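Kinetic colorimetric format: TGR-catalysed, NADPH-driven DTNB reduction monitored via TNB absorbance. Enzyme dispensed at 20 nM; compound exposure 15 min at room temperature before reaction start.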
Pf growth 48h: inhibits P. falciparum growth in the first generation, 48 h | actives 5.9% (n = 310,000) | Potency, µM (titrated, usually from 28.7 µM), without a hit: at the highest dose activity change, negative = inhibition, usual class: inhibitors | AID 504832 | P. falciparum luciferase growth in erythrocytes, 48 h; further: potency means the concentration at half of the fitted maximal effect; on the % scale 0 is the no-effect control and ±100 the full control effect
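Growth was read as firefly luciferase luminescence after a 48 h, 37 C, 5% CO2 exposure of compounds to reporter-bearing P. falciparum cultures (0.1% parasitemia, 2% hematocrit final) in Albumax-supplemented RPMI 1640.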
Pf growth 96h: inhibits malaria parasite growth, 96 h. P. falciparum luciferase reporter growth, 96 h. Potency, µM (highest dose often 28.7 µM), without a hit: at the highest dose activity change, negative = inhibition, most hits filed as inhibitors. actives 6.9% (n = 320,000). AID 504834; further: potency means the concentration at half of the fitted maximal effect; on the % scale 0 is the no-effect control and ±100 the full control effect
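Infected RBCs, 2% Hct / 0.05% parasitemia final; luciferase-reporter P. falciparum; cpd 96 h, 37 C, 5% CO2; luciferase detection reagent; luminescence.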
Starred values were filed as active, the others as inactive; ? = inconclusive; . = not tested or not shown; & = joins results of further samples; [ ] = another dose, or the depositor's remark. Unless noted, the call rests on the fitted dose curve; in most records, active means well fitted curve in the direction sought with a large enough effect; inconclusive means small, poorly fitted or top-dose-only effect, or another doubt; inactive means no such curve, though single readings can be large; an effect the other way counts as inactive or inconclusive.

SMILES | FBPA Giardia inh | CHX counter | Shiga toxin inh | Sm TGR block | Pf growth 48h | Pf growth 96h
O=C1NCCN(Cc2cccc(Oc3ccccc3)c2)C1CC(=O)N1CCCO1 (stereo not drawn) | -12% | -4 | -23 | 32% | 15% | 5.2µM*
COc1ccc(NC(=O)C2CCN(c3nc(C)cc(C)n3)CC2)cc1 | 0% | -4 | -6 | 5% | -5% | -17%
NC(=O)Cc1ccc2c(c1)[nH]c1ccccc12 | 2% | 4 | 12 | 11% | 98%[activator] | -7%
CCOC(=O)N1CCN(C(=O)c2cc(COc3cccc(C(C)=O)c3)on2)CC1 | . | 41* | 45 | -9% | -9% | -10%
Cc1cccc(/C=C/c2nc3ccccc3c(=O)n2Cc2ccccc2)c1 | 5% | 0 | 12 | 0% | 22% | 0%
C=CCn1c(CNc2ccccc2)nnc1SCC(=O)N/N=C/c1ccccc1O | ? | 8 | -14 | -9% | ? | ?
O=C(CN(Cc1ccc(F)cc1)C(=O)CCC(=O)Nc1nccs1)NCc1ccccc1 | . | -6 | 4 | 7% | -17% | -28%
O=C(CCNC(=O)N1CCn2c1nc1ccccc12)NCc1ccc(Cl)cc1 | -1% | -6 | 16 | 0% | -1% | 1%
Cc1ccc(-n2c(CNc3ccc(F)cc3)nnc2SCC(=O)O)cc1 | -3% | -1 | 2 | -5% | ? | .
CCN1CCN(CCCNC(=O)c2cn(CCOC)c(=O)c3c2c2ccccc2n3C)CC1 | 1% | -2 | -5 | -8% | -5% | 0%
Cc1ccc(C(=O)NNC(=O)CCCN2C(=O)/C(=C/c3ccccc3Cl)SC2=S)cc1 | 3% | -8 | -14 | -23% | -18% | ?
CC1=C(C(=O)Nc2cccc(C)c2C)C(c2cccs2)NC(=S)N1 (stereo not drawn) | -1% | 0 | -3 | 9% | 14% | 2%
CN(C)c1ccc(/C=C/C=C2/C(=O)NC(=O)N(c3ccccc3)C2=O)cc1 | -21% | -2 | 12 | ? | 28% | -12%
COC(=O)c1cccc(C(=O)N2CCCC(Nc3ccc4c(c3)OCCO4)C2)c1 (stereo not drawn) | . | -2 | 2 | ? | -17% | -14%
Cc1nc(S(=O)(=O)c2cccc(Cl)c2)nc2c1CCC2 | 7% | 1 | -14 | ? | 7% | ?
OC(CSc1ccccc1Cl)CN1CCN(c2ccc(F)cc2)CC1 (stereo not drawn) | 0% | -3 | 21 | 3% | ? | ?
Cc1ccc(-n2ncc3c2ncn2nc(-c4ccco4)nc32)c(C)c1 | 2% | 12 | 28 | -50% | 92%[activator] | 44%[activator]
CN1c2ccccc2Oc2c(c(=O)n(C)c(=O)n2C)C1c1cccc([N+](=O)[O-])c1 (stereo not drawn) | 3% | -6 | -12 | 6% | -9% | ?
O=C(CCn1c(=S)[nH]c2ccccc2c1=O)N1CCCCC1 | . | 1 | -3 | -2% | 14% | ?
COC(=O)C1=C(c2ccc(F)cc2OCc2ccccc2)C[C@@H]2CC[C@H]1N2C(=O)NCc1ccc(N(C)C)cc1 | . | . | . | -10% | 12µM* | ?
CCNc1nc(NCC)nc(N/N=C/c2ccccc2)n1 | -12% | 5 | 25 | -3% | -1%[0.00184 µM] | 9%
O=C1CC(c2ccccc2)n2nc(NC(=O)c3ccccc3)nc2N1 (stereo not drawn) | -12%[12.9 µM] | 0 | -5 | 14% | 9% | 21%
COc1ccccc1-c1nc2n(n1)C(c1cccs1)C(C(=O)Nc1cccnc1)=C(C)N2 (stereo not drawn) | 3% | -2 | -11 | -5% | ? | 0%
Cc1ncc(CO)c(/C=N/NC(=O)c2cc(Br)ccc2O)c1O | 19% | 8 | 12 | 1% | ? | 136%[activator]
O=C(O)C1CCCCC1C(=O)NC(c1ccccc1)c1ccccc1 (stereo not drawn) | 6% | -1 | -12 | 12% | 2% | ?

Next part; it opens with the four that closed the last part.
SMILES | FBPA Giardia inh | CHX counter | Shiga toxin inh | Sm TGR block | Pf growth 48h | Pf growth 96h
O=C1CC(c2ccccc2)n2nc(NC(=O)c3ccccc3)nc2N1 (stereo not drawn) | -12%[12.9 µM] | 0 | -5 | 14% | 9% | 21%
COc1ccccc1-c1nc2n(n1)C(c1cccs1)C(C(=O)Nc1cccnc1)=C(C)N2 (stereo not drawn) | 3% | -2 | -11 | -5% | ? | 0%
Cc1ncc(CO)c(/C=N/NC(=O)c2cc(Br)ccc2O)c1O | 19% | 8 | 12 | 1% | ? | 136%[activator]
O=C(O)C1CCCCC1C(=O)NC(c1ccccc1)c1ccccc1 (stereo not drawn) | 6% | -1 | -12 | 12% | 2% | ?
Cn1cnnc1SCC(=O)NC1CCCC1 | -1% | 0 | -7 | -1% | -26% | ?
O=C(C[n+]1cccc2ccccc21)c1ccc(NC(=O)c2ccccc2)cc1 | -2% | 0 | 13 | -3% | 2.1µM* | ?
Clc1ccc2[nH]c3c(c2c1)CCNC3 | -20% | 0 | 4 | ? | -6% | ?
O=C(Nc1ccc(C(F)(F)F)cc1)C(Cc1ccccc1)n1cccc1 (stereo not drawn) | . | -2 | 8 | -3% | . | .
CC(=O)N[C@@H](Cc1ccc(O)cc1)C(=O)O | 2% | -4 | -16 | . | -20% | ?
O=C1CC(c2cccc(Cl)c2)C(n2cncn2)C(=O)C1C1NCCc2ccccc21 (stereo not drawn) | 12% | -5 | -14 | -5% | . | -11%
COc1ccc(-n2c(=O)[nH]cc(C(=O)N3CCCc4ccccc43)c2=O)cc1 | 8% | 14 | 5 | 10% | 24% | ?
Cc1cc(C)c(NC(=O)COc2cccnc2[N+](=O)[O-])c(C)c1 | . | . | . | 3% | 0% | ?
CN1C(=O)N2CN(C3CCCCC3)CN3C(=O)N(C)C1C23 (stereo not drawn) | 3% | -4 | -15 | -20% | . | -5%
CC(=O)NC(Cc1ccc(F)c(F)c1)C(=O)NC1CCN(C(=O)c2ccc(Cl)cc2)CC1 (stereo not drawn) | -2% | -4 | 11 | -21% | -15% | 6%
Nc1cc(-c2ccc(Br)cc2)nn1S(=O)(=O)c1cccc2nsnc12 | -7% | 1 | -13 | -1% | . | ?
N/C(=N\OC(=O)/C=C/c1ccccc1)c1ccncc1 | 1% | 21* | 71* | -2% | 107%[activator] | 164%[activator]
CCOC(=O)c1cnc2ccccc2c1NCc1ccco1 | -9% | 23* | 52* | -28% | ? | ?
COc1cc(OC)cc(-c2cn[nH]c2N)c1 | 2% | -1 | -10 | -1% | 1% | 8%
Cc1ccc(-c2nc3cc(NC(=O)C(C)C)ccc3o2)cc1 | 0% | 73* | 95* | -1% | 44%[activator] | 15%
CCn1cc(CN2CCc3c([nH]c4ccccc34)C2c2cccc(OC)c2)c(C)n1 (stereo not drawn) | -11% | -2 | 11 | -36% | 12µM* | ?
CC(=O)Nc1ccc2c(c1)nc(CN1CCCC1)n2C | ? | -1 | -13 | -13% | 2% | .
Fc1ccc(Cn2c(-c3cscn3)nc3ccccc32)c(Cl)c1 | 3% | -3 | -13 | 2% | . | -11%
Cc1cc(C(=O)CCl)c(C)n1CC1COc2ccccc2O1 (stereo not drawn) | 6% | 8 | -16 | 10µM* | ? | ?
COc1ccccc1NC(=O)CSCc1cc(=O)n2c(C)csc2n1 | -6% | 7 | -2 | 15% | 21% | 17%
COc1ccc(S(=O)(=O)N(C)CC(=O)NC2CC2)cc1OC | 5% | 1 | -12 | 0% | 15% | -25%
CCOc1ccc(NC(=O)Cn2nnc(C(=O)NCc3cccs3)c2N)cc1 | -7% | 2 | -6 | 11%&8% | 32%[activator] | ?
CCN(CC)CCCn1c(=S)[nH]c2ncccc2c1=O | -15% | -5 | -6 | 0% | . | -8%
Cc1ccccc1OCc1nc2ccccc2c(=O)n1NC(=O)c1ccco1 | 8% | -2 | 21 | -2% | ? | -24%
COc1ccc(N(CC(=O)NC2CCCCC2)C(=O)c2snc(C(N)=O)c2N)cc1 | 1% | -4 | 17 | 2% | -15% | -36%

New compounds follow:
SMILES | FBPA Giardia inh | CHX counter | Shiga toxin inh | Sm TGR block | Pf growth 48h | Pf growth 96h
CCn1c(=O)c2sccc2n2c(CCCC(=O)NCCc3ccc(S(N)(=O)=O)cc3)nnc12 | 5% | 18 | -4 | -3% | 26% | ?
CC1CCN(c2ccc(NC(=O)c3ccc([N+](=O)[O-])o3)cc2)CC1 | . | . | . | -3% | ? | -6%
CC(=O)c1cc(C)ccc1OC(=O)c1ccncc1 | 5% | -4 | -1 | 0% | 15% | 0%
CC(C)N(Cc1ccccc1)C(=O)COC(=O)c1ccccc1SCC(=O)N1CCCC1 | . | . | . | -33% | 2% | -15%
COc1ccccc1-c1c(C)c(C)nc(N)c1C#N | -15% | 6 | 15 | -123% | 0% | .
Cc1cnc(C(=O)OCC(=O)Nc2ccc(Br)cc2F)cn1 | . | . | . | -3% | 58%[activator] | 43%[activator]
COc1ccc(-c2cc(C(F)(F)F)n3nc(C(=O)NCCCN4CCOCC4)cc3n2)cc1 | 1% | -1 | -11 | 10% | -17% | ?
CSCCC(NS(=O)(=O)c1ccccc1F)C(=O)NCc1cccnc1 (stereo not drawn) | . | . | . | 1% | 14% | 20%
CCN(CC)CCCNC(=O)c1cc(-c2ccc3c(c2)OCO3)on1 | -1% | 6 | 26 | -8% | 11% | -14%
CCOC(=O)N1CCN(C(=O)Cc2cccc3ccccc23)CC1 | 5% | 1 | -3 | 17% | 17% | -25%
Cc1ccc(/C=N/N2CCN(Cc3ccc(Cl)cc3)CC2)o1 | 1% | 8 | 26 | -9% | . | ?
CC(=O)CCSc1nnc(-c2cccc(S(=O)(=O)N3CCOCC3)c2)o1 | . | . | . | -19% | -26% | ?
CC(=O)Nc1csc2ccccc12 | 0% | -2 | 24 | . | 8% | 15%
CN1CCN(CC2(O)CCN(S(=O)(=O)c3ccc(Cl)cc3)CC2)CC1 | 4% | -2 | -8 | -13% | ? | -19%
Cc1ccc(CNC(=O)c2ccc(N(C)C)cc2)cc1 | 1% | 23* | 61* | -3% | 43%[activator] | 21%
Fc1ccccc1-c1nc(-c2ccncc2)no1 | 3% | 24* | 41* | -4% | 172%[activator] | -23%
COc1cc(/C=N/Nc2ncc(C(F)(F)F)cc2Cl)cc(OC)c1O | -10% | 13 | -9 | -15% | 42%[activator] | 57%[activator]
CC(C)NC(=O)c1ccc(NC(=O)CC2SC(N3CCCC3)=NC2=O)cc1 (stereo not drawn) | . | . | . | 1% | 2% | 32%[activator]
CCOC(=O)C1(C)C=C(Nc2ccc(OC)cc2)C(=O)N1c1ccc(OC)cc1 (stereo not drawn) | -19% | 13 | 2 | -8% | -9% | 19%
O=C(OCC(=O)N1CCOCC1)c1ccc(F)cc1Cl | 0% | 35* | 51* | -5% | 47%[activator] | 82%[activator]
CCOC(=O)CSc1nnc(CNC(=O)c2cccs2)n1-c1ccccc1 | 0% | -4 | 11 | 3% | ? | 13%
COc1ccc(C(C(=O)NC(C)(C)C)N(C(=O)CNC(=O)c2cccs2)c2cccnc2)cc1OC (stereo not drawn) | 8% | -6 | -7 | 3% | 20% | ?
CN1CCN([C@@H](c2ccccc2)c2ccc(Cl)cc2)CC1 | -1%[21.7 µM] | . | . | . | -23%[12.8 µM] | -11%[12.8 µM]
O=C(CC1Oc2ccccc2NC1=O)NCCc1ccccc1 (stereo not drawn) | -3% | -3 | -17 | -1% | . | -3%
COc1cccc(CNc2cccc(C(F)(F)F)c2)c1O | -17% | 7 | 10 | 1% | -4% | ?
O=C(NCN1C(=O)C2C3C=CC(C3)C2C1=O)Nc1ccccc1O (stereo not drawn) | 4% | 5 | 31 | 0% | 10% | ?
